Screening data deposited in PubChem by Broad Institute.
NFkB SMM – binders of NF-kB p50 subunit, primary screen, biochemical, small molecule microarray, anti-His fluorescence | Nuclear factor NF-kappa-B p105 subunit (Homo sapiens), P19838 | AID 624139, 2012 | hit rate 1.3% among 17,000 | anti-His fluorescence binding | calls only;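 active = spot fluorescence over background significantly raised, with a chance value under 7% in all four replicate spots of the compound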;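 also: probe protein is his-tagged human p50 processed subunit at 1 µg/ml; raw spot fluorescence signals with no normalization applied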
Target sequence (P19838 1-433 limits assumed): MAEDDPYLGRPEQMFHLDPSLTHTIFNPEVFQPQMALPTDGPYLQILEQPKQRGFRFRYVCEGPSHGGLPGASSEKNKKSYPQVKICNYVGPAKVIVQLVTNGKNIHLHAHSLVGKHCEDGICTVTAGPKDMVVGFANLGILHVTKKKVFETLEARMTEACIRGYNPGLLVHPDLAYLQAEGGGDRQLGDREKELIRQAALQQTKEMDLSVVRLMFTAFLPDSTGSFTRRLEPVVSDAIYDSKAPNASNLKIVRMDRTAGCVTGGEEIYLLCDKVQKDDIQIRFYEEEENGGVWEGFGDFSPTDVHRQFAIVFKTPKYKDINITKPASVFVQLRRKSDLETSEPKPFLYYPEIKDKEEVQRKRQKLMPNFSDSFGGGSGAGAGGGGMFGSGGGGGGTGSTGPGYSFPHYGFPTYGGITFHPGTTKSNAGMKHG
Calls only; i = inactive; + = active, no number.

entry | SMILES | NFkB SMM
1 | Cc1noc(C)c1S(=O)(=O)Nc1ccc2c(c1)CC(=O)N([C@H](C)CO)C[C@H](C)[C@H](CN(C)S(=O)(=O)c1ccccc1)O2 | i
2 | Cc1noc(C)c1S(=O)(=O)Nc1ccc2c(c1)CC(=O)N([C@H](C)CO)C[C@H](C)[C@@H](CN(C)C)O2 | i
3 | C[C@@H]1CCCCO[C@H](CN(C)S(=O)(=O)c2ccccc2)[C@H](C)CN([C@@H](C)CO)C(=O)c2cc(NC(=O)Nc3ccccc3)ccc2O1 | i
4 | C[C@@H]1CN([C@H](C)CO)C(=O)c2cc(NS(=O)(=O)c3ccc(F)cc3)ccc2O[C@@H](C)CCCCO[C@@H]1CN(C)C(=O)CCCN(C)C | i
5 | CC/C=C\[C@H](O)[C@H](O)C1=C(C)C(=O)[C@]2(O1)C(=O)N[C@@](OC)(C(=O)c1ccccc1)C2O (some centres not stated) | i
6 | COC(=O)CC(O)(CCCC(C)(C)O)C(=O)O[C@@H]1C(OC)=C[C@]23CCCN2CCc2cc4c(cc2[C@@H]13)OCO4 (some centres not stated) | i
7 | C[C@@H]1CCCCO[C@@H](CN(C)C(=O)Nc2ccc(F)cc2)[C@H](C)CN([C@@H](C)CO)C(=O)c2cc(NS(=O)(=O)c3ccccc3)ccc2O1 | i
8 | C[C@H](CO)N1C[C@H](C)[C@@H](CN(C)C(=O)Nc2cccc3ccccc23)Oc2c(NC(=O)c3ccncc3)cccc2C1=O | i
9 | COc1ccc(-c2cnc3c(c2)C(=O)N([C@H](C)CO)C[C@H](C)[C@H](CN(C)S(=O)(=O)c2cccs2)O3)cc1 | i
10 | COc1ccc(S(=O)(=O)Nc2ccc3c(c2)C(=O)N([C@H](C)CO)C[C@@H](C)[C@@H](CN(C)S(=O)(=O)c2c(C)noc2C)O3)cc1 | i
11 | CN(c1cccc(NC(=O)c2ccc(N(C)S(=O)(=O)c3ccccc3)cc2)c1)S(C)(=O)=O | i
12 | CNC[C@@H]1OCCCC[C@H](C)Oc2ccc(NC(=O)Nc3c(C)noc3C)cc2C(=O)N([C@H](C)CO)C[C@@H]1C | i
13 | C[C@H]1CN([C@@H](C)CO)C(=O)c2cccc(NS(=O)(=O)c3cccs3)c2O[C@H]1CN(C)S(=O)(=O)c1ccc(Cl)cc1 | i
14 | COc1ccccc1N1CCN(CCN2C(=O)c3ccccc3C(C)(C)C2=O)CC1 | i
15 | Cc1ccc(SC(C)C(=O)Nc2cccc(N(C)S(C)(=O)=O)c2)cc1 (configuration not stated) | i
16 | C[C@@H]1CN([C@@H](C)CO)C(=O)c2cc(NS(=O)(=O)c3cccs3)ccc2O[C@H]1CN(C)C(=O)NC1CCCCC1 | i
17 | Cc1cc(C)c(S(=O)(=O)N2CCN(c3ccc([N+](=O)[O-])c(NCc4ccco4)c3)CC2)c(C)c1 | i
18 | C[C@@H]1CCCCO[C@@H](CN(C)S(=O)(=O)c2ccccc2)[C@H](C)CN([C@H](C)CO)C(=O)c2cc(NS(C)(=O)=O)ccc2O1 | i
19 | Cc1noc(C)c1NC(=O)Nc1ccc2c(c1)C(=O)N([C@H](C)CO)C[C@H](C)[C@H](CN(C)C(=O)Nc1c(C)noc1C)OCCCC[C@@H](C)O2 | i
20 | CC(=O)c1ccc(OC(=O)C(CCS(C)(=O)=O)N2C(=O)c3ccccc3C2=O)cc1 (configuration not stated) | i
21 | C[C@H](CO)N1C[C@H](C)[C@H](CN(C)C(=O)Nc2ccc3c(c2)OCO3)OCCCC[C@H](C)Oc2ccc(NS(C)(=O)=O)cc2C1=O | i
22 | C[C@@H]1CN([C@@H](C)CO)C(=O)Cc2cc(NC(=O)Cc3cn(C)c4ccccc34)ccc2O[C@@H]1CN(C)Cc1ccc(C(=O)O)cc1 | i
23 | C[C@H]1CN([C@@H](C)CO)C(=O)c2cccc(NC(=O)Nc3ccc(F)cc3)c2O[C@H]1CN(C)C(=O)NC1CCCCC1 | i
24 | C[C@@H]1CN([C@H](C)CO)C(=O)c2cc(N(C)C)ccc2O[C@@H](C)CCCCO[C@@H]1CN(C)C(=O)Nc1cccc2ccccc12 | i
25 | COc1ccc(S(=O)(=O)Nc2ccc3c(c2)CC(=O)N([C@@H](C)CO)C[C@@H](C)[C@@H](CN(C)Cc2ccc(-c4ccccc4)cc2)O3)cc1 | i
26 | COc1ccc(C2C(C#N)=C(N)Oc3n[nH]c(-c4ccccc4)c32)cc1CSc1ccccn1 (configuration not stated) | i
27 | NC(=O)CN1C(=O)C(O)(C2CCc3ccccc3C2=O)c2ccccc21 (configuration not stated) | i
28 | O=C(O)C1=C[C@H](c2ccc(C(F)(F)F)cc2)C[C@H](OCCCCO)O1 | i
29 | Cc1noc(C)c1NC(=O)N(C)C[C@H]1Oc2c(NC(=O)c3nc4ccccc4s3)cccc2C(=O)N([C@H](C)CO)C[C@H]1C | i
30 | C[C@H](CO)N1C[C@H](C)[C@@H](CN(C)Cc2ccc(-c3ccccc3)cc2)Oc2ccc(NC(=O)Nc3ccc(C(F)(F)F)cc3)cc2CC1=O | i
31 | C[C@@H]1CN([C@@H](C)CO)C(=O)CCCn2cc(nn2)CO[C@@H]1CN(C)Cc1ccc2c(c1)OCCN2C | i
32 | COc1ccc(NC(=O)N(C)C[C@@H]2Oc3c(NC(=O)C4CCCCC4)cccc3C(=O)N([C@H](C)CO)C[C@H]2C)cc1 | i
33 | C[C@@H]1CN([C@@H](C)CO)C(=O)Cc2cc(NC(=O)CCN3CCOCC3)ccc2O[C@@H]1CN(C)C(=O)Nc1ccccc1 | i
34 | C=CCNC(=O)[C@H]1[C@@H]2C(=O)O[C@@H](c3ccccc3)[C@@H](c3ccccc3)N2[C@@H](c2ccccc2OCCO)[C@]12C(=O)N(C(=O)OCCOC)c1ccccc12 | i
35 | O=C(CC(C(=O)O)N1CCCCC1)Nc1cccc(Cl)c1 (configuration not stated) | i
36 | CSc1nc(N)nc(SCC(=O)Nc2cccc(F)c2)c1C#N | i
37 | C[C@H](CO)N1C[C@H](C)[C@@H](CN(C)C(=O)CCCN(C)C)OCCCC[C@H](C)Oc2ccc(NC(=O)CCCN(C)C)cc2C1=O | i
38 | C[C@H]1CN([C@@H](C)CO)C(=O)c2cc(NS(=O)(=O)c3cccs3)ccc2O[C@@H]1CN(C)Cc1ccc(C(F)(F)F)cc1 | i
39 | Cc1ccc(S(=O)(=O)Nc2ccc3c(c2)C(=O)N([C@@H](C)CO)C[C@H](C)[C@@H](CN(C)C(=O)Nc2cccc4ccccc24)OCCCC[C@H](C)O3)cc1 | i
40 | COC(=O)c1c2oc(c1C(=O)OC)C(=O)N[C@H](Cc1ccccc1)Cn1cc(nn1)[C@@H](Cc1ccccc1)NC(=O)N[C@@H](CO)CC2 | i
41 | COc1ccc(CN(C)C[C@H]2OCCCC[C@@H](C)Oc3ccc(NC(=O)NC(C)C)cc3C(=O)N([C@H](C)CO)C[C@H]2C)cc1 | i
42 | COc1ccc(NC(=O)CCn2nc(-c3ccccc3)c3ccccc3c2=O)cc1C(N)=O | i
43 | C[C@H]1CN([C@@H](C)CO)C(=O)c2cc(NS(=O)(=O)c3cccs3)ccc2O[C@@H]1CN(C)C(=O)NC1CCCCC1 | i
44 | COc1cc2c(c(OC)c1OC)CCc1cc(O)c(O)cc1-2 | i
45 | O=C(O)Cn1nnnc1-c1ccc(F)cc1 | +
46 | O=S(=O)(NC1CCN(Cc2ccc(OCCO)cc2)CC1)c1cccc2cccnc12 | i
47 | C[C@@H]1CN([C@H](C)CO)C(=O)c2cccc(NS(=O)(=O)c3cn(C)cn3)c2O[C@H]1CN(C)S(=O)(=O)c1ccc(Cl)cc1 | i
48 | C[C@@H]1CCCCO[C@H](CN(C)S(C)(=O)=O)[C@@H](C)CN([C@H](C)CO)C(=O)c2cc(NS(=O)(=O)c3ccccc3)ccc2O1 | i
49 | C[C@H]1CN([C@@H](C)CO)C(=O)Cc2cc(NC(=O)C3CC3)ccc2O[C@H]1CN(C)C(=O)Nc1ccc(F)cc1 | i
50 | CC(C)NC(=O)N(C)C[C@@H]1Oc2ccc(NS(=O)(=O)c3cccs3)cc2CC(=O)N([C@H](C)CO)C[C@@H]1C | i
51 | C[C@@H]1CCCCO[C@H](CN(C)S(=O)(=O)c2ccc(F)cc2)[C@H](C)CN([C@H](C)CO)C(=O)c2cc(NS(=O)(=O)c3ccc(Cl)cc3)ccc2O1 | i
52 | C[C@@H]1CN([C@@H](C)CO)C(=O)c2cc(NS(C)(=O)=O)ccc2O[C@@H](C)CCCCO[C@H]1CN(C)S(=O)(=O)c1cccs1 | i
53 | COc1cccc(S(=O)(=O)N(C)C[C@H]2OCc3cnnn3CCCC(=O)N([C@@H](C)CO)C[C@@H]2C)c1 | i
54 | Cc1noc(C)c1NC(=O)N(C)C[C@H]1Oc2ccc(NC(=O)NC(C)C)cc2CC(=O)N([C@@H](C)CO)C[C@H]1C | i
55 | C[C@H](CO)N1C[C@H](C)[C@@H](CN(C)Cc2ccncc2)Oc2ccc(N(C)C)cc2C1=O | i
56 | COC(=O)C1=C(C)Nc2ncnn2C1c1ccc(OCC(=O)N2CCOCC2)c(OC)c1 (configuration not stated) | i
57 | CNC[C@H]1Oc2ccc(NS(=O)(=O)c3ccccc3)cc2CC(=O)N([C@@H](C)CO)C[C@@H]1C | i
58 | C[C@H]1CN([C@@H](C)CO)C(=O)Cc2cc(N(C)C)ccc2O[C@@H]1CN(C)C | i
59 | C[C@@H]1CN([C@H](C)CO)C(=O)c2cccc(NC(=O)C3CCOCC3)c2O[C@@H]1CN(C)C | i
60 | C[C@H](CO)N1C[C@H](C)[C@@H](CN(C)C(=O)CCC(F)(F)F)OCCCC[C@H](C)Oc2ccc(NS(C)(=O)=O)cc2C1=O | +

Carrying on.
entry | SMILES | NFkB SMM
61 | C[C@@H]1CN([C@@H](C)CO)C(=O)c2cccc(NS(=O)(=O)c3ccccc3)c2O[C@H]1CN(C)C(=O)Nc1ccc(C(F)(F)F)cc1 | i
62 | Cc1cccnc1NC(=S)Nc1ccc(S(N)(=O)=O)cc1 | i
63 | CCc1c(C)sc(NC(=S)NCc2cc(C)n(C)n2)c1C(=O)OC | i
64 | C[C@H](CO)N1C[C@H](C)[C@H](CN(C)C(=O)NC2CCCCC2)Oc2ncc(-c3ccccc3)cc2C1=O | i
65 | COc1ccc(CN(C)C[C@@H]2OCCCC[C@H](C)Oc3ccc(NC(=O)Nc4c(C)noc4C)cc3C(=O)N([C@@H](C)CO)C[C@H]2C)cc1 | i
66 | COc1ccc(S(=O)(=O)N(C)C[C@H]2Oc3ccc(NS(C)(=O)=O)cc3CC(=O)N([C@@H](C)CO)C[C@H]2C)cc1 | i
67 | COCCOC(=O)N1C(=O)[C@@]2(c3cc(C#Cc4ccc(OC)cc4)ccc31)[C@H](c1ccc(OCCO)cc1)N1[C@H](c3ccccc3)[C@H](c3ccccc3)OC(=O)[C@H]1[C@@H]2C(=O)N1CCN(c2ncccn2)CC1 | i
68 | CC(C)NC(=O)N(C)C[C@H]1OCc2cnnn2CCCC(=O)N([C@@H](C)CO)C[C@H]1C | i
69 | C[C@H](CO)N1C[C@H](C)[C@@H](CN(C)Cc2ccc(C(F)(F)F)cc2)OCc2cnnn2CCCC1=O | +
70 | C[C@H]1CN([C@@H](C)CO)C(=O)c2cccc(NC(=O)c3ccncc3)c2O[C@@H]1CN(C)Cc1ccc(Cl)c(Cl)c1 | i
71 | C[C@@H]1CCCCO[C@@H](CN(C)C(=O)Nc2ccc(F)cc2)[C@H](C)CN([C@H](C)CO)C(=O)c2cc(NS(=O)(=O)c3ccccc3)ccc2O1 | i
72 | C[C@H](CO)N1C[C@H](C)[C@@H](CN(C)C(=O)c2ccccc2)OCCCC[C@H](C)Oc2ccc(NS(=O)(=O)c3ccc(F)cc3)cc2C1=O | i
73 | C[C@@H]1CN([C@@H](C)CO)C(=O)c2cccc(NC(=O)C3CCOCC3)c2O[C@H]1CN(C)Cc1ccc(C(F)(F)F)cc1 | i
74 | Cc1cccc(C)c1NC(=O)CN(c1ccc(Br)cc1)S(C)(=O)=O | i
75 | C[C@H](CO)N1C[C@H](C)[C@@H](CN(C)Cc2ccc(C(=O)O)cc2)Oc2ccc(NC(=O)NC3CCCCC3)cc2CC1=O | i
76 | CC(C)NC(=O)Nc1ccc2c(c1)C(=O)N([C@@H](C)CO)C[C@@H](C)[C@@H](CN(C)Cc1ccc(C(=O)O)cc1)OCCCC[C@H](C)O2 | i
77 | COc1ccc(NC(=O)N(C)C[C@@H]2Oc3ccc(NC(=O)CCC(F)(F)F)cc3C(=O)N([C@H](C)CO)C[C@@H]2C)cc1 | i
78 | COc1ccc2c(=O)c(-c3ccc(OC)c(OC)c3)coc2c1 | i
79 | Cc1n[nH]c(C)c1SCC(=O)Nc1ccc(F)cc1 | i
80 | Cc1noc(C)c1S(=O)(=O)Nc1ccc2c(c1)C(=O)N([C@H](C)CO)C[C@H](C)[C@@H](CN(C)C(=O)Nc1ccccc1)OCCCC[C@H](C)O2 | i
81 | CNC[C@@H]1Oc2c(NS(=O)(=O)c3cn(C)cn3)cccc2C(=O)N([C@H](C)CO)C[C@H]1C | i
82 | COc1ccc(CN(C)C[C@@H]2Oc3ccc(NS(=O)(=O)c4ccc(Cl)cc4)cc3C(=O)N([C@H](C)CO)C[C@@H]2C)cc1 | i

In a second layout: 4 of the compounds above.
78	COc1ccc2c(=O)c(-c3ccc(OC)c(OC)c3)coc2c1
  NFkB SMM = i

79	Cc1n[nH]c(C)c1SCC(=O)Nc1ccc(F)cc1
  NFkB SMM = i

80	Cc1noc(C)c1S(=O)(=O)Nc1ccc2c(c1)C(=O)N([C@H](C)CO)C[C@H](C)[C@@H](CN(C)C(=O)Nc1ccccc1)OCCCC[C@H](C)O2
  NFkB SMM = i

81	CNC[C@@H]1Oc2c(NS(=O)(=O)c3cn(C)cn3)cccc2C(=O)N([C@H](C)CO)C[C@H]1C
  NFkB SMM = i

The list is partial (hit frequency here may not be typical).
